Screens deposited in PubChem BioAssay by several laboratories.
S1P3 antag = blocks the human S1P3 receptor | CHO S1P3 NFAT-BLA reporter, FRET fluorescence, antagonist mode | inhibition, % at 4.98 µM | hit rate 0.27% among 170,000 | AID 485;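 active = inhibition above the plate cutoff, the mean inhibition of test wells on that plate plus 3 SD, cut at about 28% in these data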;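 also: cells challenged with S1P at its EC80 of 0.8 µM; blue over green emission ratio from cleaved BLA substrate after 4 h stimulation; 0% = S1P-stimulated wells and 100% = unstimulated DMSO-only wells; some compounds past the cut are filed as inactive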
Target sequence (Q99500 whole entry, looked up): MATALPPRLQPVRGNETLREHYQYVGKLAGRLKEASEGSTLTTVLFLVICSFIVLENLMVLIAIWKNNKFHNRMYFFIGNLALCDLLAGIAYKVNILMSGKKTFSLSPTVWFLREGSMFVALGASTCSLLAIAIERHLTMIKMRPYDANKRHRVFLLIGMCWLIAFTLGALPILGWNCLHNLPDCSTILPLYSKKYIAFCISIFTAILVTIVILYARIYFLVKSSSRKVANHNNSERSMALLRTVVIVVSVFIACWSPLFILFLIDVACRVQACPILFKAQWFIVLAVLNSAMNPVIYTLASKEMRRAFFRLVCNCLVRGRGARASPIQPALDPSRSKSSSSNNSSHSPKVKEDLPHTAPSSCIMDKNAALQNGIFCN
ROMK mod = modulators of human ROMK potassium channel; P48048; Tet-inducible ROMK, thallium flux fluorescence; actives lie on both sides; B-score at 10 µM; hit rate 2% among 130,000;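 active = signal ratio slope over the read window, or its plate-corrected B-score, at least 3 SD from the plate mean, either direction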;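 also: B-score of the F/F0 ratio slope over 7 to 12 s after thallium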
Target sequence (P48048 whole entry, looked up): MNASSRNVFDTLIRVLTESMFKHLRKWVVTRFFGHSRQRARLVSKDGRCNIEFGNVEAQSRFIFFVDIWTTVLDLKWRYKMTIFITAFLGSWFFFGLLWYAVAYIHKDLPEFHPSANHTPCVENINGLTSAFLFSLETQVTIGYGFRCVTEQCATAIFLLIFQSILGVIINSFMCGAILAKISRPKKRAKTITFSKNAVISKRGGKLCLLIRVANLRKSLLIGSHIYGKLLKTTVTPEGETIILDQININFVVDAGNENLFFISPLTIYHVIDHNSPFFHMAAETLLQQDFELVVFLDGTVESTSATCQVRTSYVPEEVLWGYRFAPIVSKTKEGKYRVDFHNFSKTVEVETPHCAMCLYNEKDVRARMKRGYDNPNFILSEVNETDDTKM
* marks the source's active call; other numbers are inactive results; ! = not confirmed by another sample. Some of the compounds tested; count on the stated rates, not on these rows.

Value order: ROMK mod | S1P3 antag
#1 On1c(-c2ccccc2)nc2ccccc21
  -0.19 | -7
#2 O=C(Nc1nnc(COc2ccccc2)s1)Nc1ccccc1F
  0.14 | 10
#3 O=Cc1ccc(O)c2ncccc12
  0.11 | 4
#4 CC(=O)N(C1=C(N2CCOCC2)C(=O)c2ccccc2C1=O)c1ccc(C(=O)O)cc1
  0.84 | -1
#5 O=c1[nH]n(CCO)c(=O)c2cccnc12
  1.1 | -2
#6 O=C1c2cccc3c([N+](=O)[O-])ccc(c23)C(=O)N1CCc1ccccn1
  0.0051 | -2
#7 NC(=O)c1ccc[n+](CC(=O)c2ccccc2)c1
  -0.53 | -2
#8 Cn1nc(C(F)(F)F)c(-c2ccc(Br)cc2)c1NC(=O)c1nccnc1C(=O)O
  1.4 | 2
#9 O=C(/C=C\Nc1ccc(S(=O)(=O)Nc2ncccn2)cc1)c1ccccc1
  -0.054 | 0
#10 CC(=O)C1=C(O)C(=O)N(c2cccnc2)C1c1cccc([N+](=O)[O-])c1 (stereo not drawn)
  -0.054 | -7
#11 COc1ccc2cc3c(N)nn(C(=O)c4ccccc4Cl)c3nc2c1
  0.17 | 15
#12 O=C1N=C(N2CCc3ccccc3C2)S/C1=C\c1ccc(O)cc1
  -0.039 | -2
#13 O=[N+]([O-])c1ccc(N=Cc2c(O)ccc3ccccc23)cc1
  -4.2* | -10
#14 NS(=O)(=O)c1ccc(NC(=O)CSc2ncccn2)cc1
  0.039 | -6
#15 Cn1c(=O)cc(C(=O)N/N=C/c2ccc(F)cc2)[nH]c1=O
  0.042 | 0
#16 Cc1[nH][nH]c(=O)c1C(c1ccc(N(C)C)c(Br)c1)c1c(C)[nH][nH]c1=O
  -0.59 | 9
#17 O=C(NNc1ccccc1)C(=O)NNS(=O)(=O)c1ccc(CCCl)cc1
  0.00011 | 9
#18 Cc1nc2ccccc2c(=O)n1/N=C/c1ccccc1O
  -0.036 | -9
#19 COC(=O)c1scc(S(=O)(=O)C(C)(C)C)c1-n1cccc1
  0.63 | -6
#20 COC(=O)Nc1nnc(-c2ccccc2OC)s1
  0.043 | 7
#21 Cc1cc(C)c2c(c1)/C(=c1/sc3n(c1=O)CN(c1ccccc1)CN=3)C(=O)N2
  0.14 | 1
#22 O=C(O)CCCNC(=O)Cc1ccccc1
  -0.68 | -4
#23 Cc1nc(-c2nnc(SCC(=O)Nc3cc(Cl)cc(Cl)c3)n2C)cs1
  -0.77 | 2
#24 NC(=O)Nc1ccc(Cl)cc1
  0.42 | 3
#25 CCCN1C(=O)/C(=C2\SC(=S)N(c3c(C)n(C)n(-c4ccccc4)c3=O)C2=O)c2ccccc21
  -0.066 | 1
#26 CC(=O)Cn1c(=O)oc2ccccc21
  -0.84 | -1
#27 Cc1ccc(-c2nc3[nH]c(=O)cc(NC(=O)C(C)C)n3n2)cc1
  2.1 | 3
#28 CSc1sc(C(=O)NCC2CC2)cc1S(=O)(=O)C(C)C
  0.76 | -1
#29 O=C(COc1ccc(Cl)cc1Cl)NNC(=S)NC(=O)c1ccco1
  1.7 | 7
#30 COC(=O)C(=Nc1ccccc1)/C(C(=O)C(=O)N(C)c1ccccc1)=C(\O)c1ccccc1
  0.24 | 1
#31 O=C1C(CSCc2ccccc2)NC(=S)N1c1ccccc1 (stereo not drawn)
  -0.058 | 0
#32 O=C(NN1C(=O)c2ccccc2C1=O)c1ccc2c(c1)C(=O)N(CC1CCCO1)C2=O (stereo not drawn)
  0.24 | -7
#33 Cc1cnc(NC(=O)Cn2cnc3c2c(=O)n(C)c(=O)n3C)s1
  -0.5 | -13
#34 CCOc1ccc(-c2c(C(=O)N/N=C/c3ccccc3)nnn2-c2nonc2N)cc1
  1.5 | 3
#35 O=C(NCc1ccncc1)c1cc(-c2ccc(Cl)cc2)oc1C(F)(F)F
  -0.046 | 1
#36 CCCCC(CC)C(=O)Nc1ccc(S(=O)(=O)Nc2nccs2)cc1 (stereo not drawn)
  -0.026 | -13
#37 Cc1ccc(/C=C/C(=O)O)cc1S(=O)(=O)NCc1cccnc1
  -0.25 | -2
#38 CC(=O)c1c(N2CCOCC2)nc2ccc(Br)cc2c1-c1ccccc1
  -0.0017 | 11
#39 Cc1c(CC(=O)Nc2ccc(Cl)cc2)sc2ccc(Cl)cc12
  -0.12 | 14
#40 N#C/C(=C\c1ccncc1)c1nc2ccccc2o1
  -2.5 | -18
#41 COc1ccccc1NC(=O)c1cc2cc(Br)ccc2cc1O
  1.5 | 5
#42 CCc1cccc(CC)c1NC(=S)Nc1cccc(Cl)c1Cl
  -0.18 | 3
#43 CCCCCCCCCCCC(=O)NC(Cc1ccc(OC)c([N+](=O)[O-])c1)C(=O)O (stereo not drawn)
  4.5* | 7
#44 c1ccc(Nc2ncnc3[nH]ncc23)cc1
  -0.46 | 4
#45 O=c1cc(CSc2n[nH]c(=O)n2C2CC2)c2ccc(O)cc2o1
  0.3 | 4
#46 Cc1ccc(-n2[nH]c(C)c(/C=N/c3cccc(C)n3)c2=O)cc1
  -0.56 | 5
#47 CC(/C=C/c1ccccc1)=N\Nc1nc2c(c(=O)[nH]c(=O)n2C)n1CCO
  0.5 | 3
#48 CCCCNC(=O)C1CCCN(S(=O)(=O)c2c(C)noc2/C=C/c2cccs2)C1 (stereo not drawn)
  -0.077 | -2
#49 Cn1c(=O)[nH]c(=O)c2c1nc(N1CCOCC1)n2CCSc1nnnn1-c1ccccc1
  0.33 | 0
#50 O=C(CC1C(=O)NCCN1C(=O)Nc1ccc(C(F)(F)F)cc1)Nc1ccc(F)cc1 (stereo not drawn)
  0.0018 | 9
#51 CCOC(=O)c1oc2cc(OC(C)=O)ccc2c(=O)c1-c1ccc(OC)c(OC)c1
  0.63 | 7
#52 Cn1c(=NC(=O)COc2ccccc2)sc2cccc(F)c21
  -0.2 | 15
#53 CCc1ccc(C(=O)NNc2ccc(S(N)(=O)=O)cc2)cc1
  -0.049 | -6
#54 Cc1cc(C)c(C)c(S(=O)(=O)NC(C)C(=O)O)c1C (stereo not drawn)
  0.15 | -5
#55 O=C(NCCCn1ccnc1)c1cc(-c2cccc(O)c2)on1
  -2.5 | -11
#56 O=C(O)CCc1ccccc1OC(=O)c1ccccc1
  -0.26 | -5
#57 CCOc1ccc(NC(=O)c2c[nH]n3c(=O)cc(C4CCN(C(=O)OC(C)(C)C)CC4)nc23)cc1
  0.11 | 4
#58 Cc1cc(C)c2c(N)c(C(=O)NN3CC(=O)N(c4cccc(Cl)c4)CC3=O)sc2n1
  0.26 | 5
#59 Brc1c(C[n+]2ccccc2)nc2ccccn12
  0.9 | 1
#60 Cc1ccc(C(O)Cn2cc([N+](=O)[O-])nc2C)cc1 (stereo not drawn)
  0.28 | -8

Next records:
Value order: ROMK mod | S1P3 antag
#61 CC(C)(C)C1CCc2c(sc3ncn(N)c(=N)c23)C1 (stereo not drawn)
  -2.1 | -8
#62 Cn1cccc1/C=N/NC(=O)CNc1cccc2ccccc12
  -0.16 | 5
#63 Cc1cccc(N2CCN(c3nnc(C(F)(F)F)s3)CC2)c1
  0.78 | -11
#64 CC(=O)c1ccc(NC(=O)C(C)n2c3ccccc3c3nc(=O)cc(C)n32)cc1 (stereo not drawn)
  -0.41 | -15
#65 O=C1CCC(=O)N1c1ccc(-c2nc3sc4c(c3c(=O)o2)CCC4)cc1
  -0.0079 | 13
#66 Cn1c(SCC(=O)NNC(=O)Nc2ccc(Cl)cc2)nnc1-c1ccccc1
  0.072 | 0
#67 S=c1[nH]ccn1-c1ccccc1Cl
  0.75 | 73*!
#68 Cc1nc(-c2ccc(S(=O)(=O)N3CCN(C4c5ccccc5-c5ccccc54)CC3)s2)cs1
  0.062 | 10
#69 Cc1ccccc1C(=O)Nc1c(-c2cccs2)c(=O)c2ccccc2n1C
  -0.25 | 6
#70 CCOC(=O)C(=O)N1c2ccccc2C(N(C(=O)C(=O)OCC)c2ccccc2)CC1C (stereo not drawn)
  -0.15 | -11
#71 O=C(Nc1ccccc1)Nc1scc2c1c(=O)oc1ccccc12
  -1.5 | 2
#72 O=C(O)CSc1ccnc2cc(Cl)ccc12
  -0.079 | -3
#73 COc1cc(C2SCC(=O)N2c2c(C)n(C)n(-c3ccccc3)c2=O)ccc1O (stereo not drawn)
  -0.39 | -1
#74 COc1cc2c(cc1OC)CN(C(=O)c1cccc([N+](=O)[O-])c1)CC2
  -1.8 | 12
#75 CC(C[N+](C)(C)C)OC(=O)C1(c2ccccc2)CCCC1 (stereo not drawn)
  0.72 | -6
#76 Nc1nc(Cl)cc(Oc2ccccc2F)n1
  0.33 | -1
#77 Cn1nc([N+](=O)[O-])nc1Sc1nnnn1-c1cccc(C(=O)O)c1
  1.3 | -4
#78 O=C(c1cc2cccc([N+](=O)[O-])c2oc1=O)N1CCOCC1
  1.1 | 7
#79 COC(=O)C(=O)/C=C(\O)c1c(C)cc(C)cc1C
  -0.01 | 1
#80 CCCCc1ccc(NC(=O)N[C@@H](CC(C)C)C(=O)O)cc1
  1.3 | -8
#81 CC(NCCC(Cc1ccccc1)c1ccco1)c1ccccc1 (stereo not drawn)
  -2.3 | 5
#82 NS(=O)(=O)c1ccc(NC(=O)CN2CCc3ccccc32)cc1
  0.38 | -4
#83 COc1ccc(N(CC(=O)NCCC2=CCCCC2)S(=O)(=O)c2c(C)[nH]c(=O)[nH]c2=O)cc1
  -0.38 | 1
#84 CC(C)NC(=O)Nc1cccc(Cl)c1
  0.11 | -4
#85 CC(=O)Nc1ccc(CC#N)cc1
  -0.15 | -4
#86 O=C(N/N=C\c1ccc([N+](=O)[O-])o1)c1cncc(Br)c1
  0.071 | 11
#87 CC(/C=N/n1c(-c2ccncc2)n[nH]c1=S)=C\c1ccco1
  0.8 | -1
#88 Nc1nonc1-n1nnc(C(=O)N/N=C/c2cccc(Cl)c2)c1CSc1ccccc1
  0.72 | 0
#89 O=[N+]([O-])c1ccc(N2CCN(C(=S)c3cccc([N+](=O)[O-])c3)CC2)cc1
  -3.1* | 0
#90 O=C(Nc1ccc(Oc2ncnc3cc(Cl)ccc23)nc1)Nc1cccc(C(F)(F)F)c1
  -0.22 | -4
#91 O=C(N/N=C/C=C\c1ccco1)c1ccccn1
  -0.94 | 9
#92 CN(C)/C=C(\C(=O)c1ccccc1)c1nnnn1-c1ccc(F)cc1
  0.37 | 3
#93 COc1ccc(C(=O)/C=C/Nc2cc(C)ccn2)cc1
  0.17 | 1
#94 O=c1c2ccccc2nnn1-c1ccc(Br)cc1
  -1.1 | 12
#95 CC(C)Cn1c([N+](=O)[O-])nc2c1c(=O)[nH]c(=O)n2C
  0.25 | 15
#96 Cc1csc2c(NC3CCN(Cc4ccccc4)CC3)ncnc12
  -1.6 | 14
#97 COc1ccc(NC2c3ccccc3C(=O)N2c2cccnc2)cc1 (stereo not drawn)
  0.73 | 9
#98 COC(=O)/C=c1\[nH]c2nnc(C)n2c1=O
  0.39 | -10
#99 Cn1cccc1CC(=O)N/N=C/c1ccc(Cl)cc1
  -0.19 | 7
#100 COCCCn1c(C)cc(C(=O)COC(=O)CCc2nc3ccccc3c(=O)[nH]2)c1C
  0.13 | -17

3 of these compounds in another layout:
nr | molecule | ROMK mod | S1P3 antag
33 | Cc1cnc(NC(=O)Cn2cnc3c2c(=O)n(C)c(=O)n3C)s1 | -0.5 | -13
38 | CC(=O)c1c(N2CCOCC2)nc2ccc(Br)cc2c1-c1ccccc1 | -0.0017 | 11
28 | CSc1sc(C(=O)NCC2CC2)cc1S(=O)(=O)C(C)C | 0.76 | -1

More entries:
Value order: ROMK mod | S1P3 antag
#101 Cc1ccccc1OCC(O)Cn1c(=N)n(Cc2ccccc2)c2ccccc21 (stereo not drawn)
  -4.6* | 5
#102 Clc1ccc(-n2nnnc2-c2cnc3ccc(Cl)cc3c2-c2ccccc2)cc1
  0.48 | 7
#103 COc1c(NC(C)=O)c2ccccc2c2ccccc12
  0.066 | -13
#104 CC(C)S(=O)(=O)c1cnc(-c2cccnc2)nc1N
  -0.66 | 3
#105 CC(NC(=S)NC1CCCCC1)C(c1cccs1)N1CCOCC1 (stereo not drawn)
  -0.19 | -5
#106 CC12CCC(C/C1=N/O)C2(C)CBr (stereo not drawn)
  0.35 | 11
#107 Cc1ccc(C(=O)NC2CCCCNC2=O)cc1 (stereo not drawn)
  0.06 | -6
#108 CCOc1ccc(CC(=O)NNC(=S)NC)cc1
  -0.23 | -5
#109 CCSC1=C(C#N)C(CC(C)C)C2=C(CCCC2=O)N1 (stereo not drawn)
  0 | -2
#110 Cc1ccc(F)cc1NC(=O)N1CCCN(C(=O)OC(C)(C)C)CC1
  0.18 | 6
#111 Cc1nc(S/C(C(=O)O)=C2/C(=O)Nc3ccccc32)n[nH]1
  -0.18 | 9
#112 Cc1cc(C(=O)NCCc2ccc(Cl)cc2)n(-c2ccccc2)n1
  -0.4 | 4
#113 Cc1csc2c(SCC(=O)NNS(=O)(=O)c3cccc(C(F)(F)F)c3)ncnc12
  0.045 | 6
#114 Cc1cc(NC(=O)CSc2nnc(-c3ccncc3)n2Cc2ccccc2)n(-c2ccccc2)n1
  -0.41 | -5
#115 NC(=O)C1CCN(CC(O)CSc2ccccc2)CC1 (stereo not drawn)
  0.0069 | 6
#116 O=C1NC(=S)N(C(=O)c2ccc(F)cc2)/C1=C/c1cccnc1
  0.52 | -10
#117 COc1ccc(Cl)c(OC)c1C(=O)NC(=O)Nc1c(F)cc(F)cc1F
  -0.067 | -8
#118 CCOc1ccccc1NC1=NC2CS(=O)(=O)CC2S1 (stereo not drawn)
  0.44 | 3
#119 O=S(=O)(NCc1cn2ccccc2n1)c1cccs1
  0.78 | 12
#120 CC(C)(C)C(=O)NC1(C(F)(F)F)NC(=O)N(Cc2ccccc2)C1=O (stereo not drawn)
  0.044 | -9
#121 CCNC(=O)Nc1cc(OC)c(OC)cc1C(=O)O
  -0.36 | 8
